# TRPC4 PAM – allosteric potentiators of mouse TRPC4 channel | B-score at 10 µM | Q9QUQ5 | HEK293 TRPC4beta/mu-opioid, DAMGO EC20, Fluo-4 Ca2+ flux; stronger effect = higher value | hit rate 0.42% among 310,000;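 active means B-score of calcium response area above 5 SD of library B-scores, with initial fluorescence ratio within 5 SD of library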;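 further: B-score of integrated fluorescence ratio over time as area under calcium response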
# KCNK9 block – human KCNK9 channel inhibition | Q9NPC2 | HEK293 KCNK9, FluxOR thallium flux fluorescence; stronger effect = lower value | B-score at 10 µM | hit rate 1.2% among 310,000;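 active means ratio B-score over 3 SD below the library mean, with starting fluorescence within 5 SD of its mean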;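 further: negative B-score means less thallium flux so channel inhibition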
# Target sequence (Q9NPC2 whole entry, looked up): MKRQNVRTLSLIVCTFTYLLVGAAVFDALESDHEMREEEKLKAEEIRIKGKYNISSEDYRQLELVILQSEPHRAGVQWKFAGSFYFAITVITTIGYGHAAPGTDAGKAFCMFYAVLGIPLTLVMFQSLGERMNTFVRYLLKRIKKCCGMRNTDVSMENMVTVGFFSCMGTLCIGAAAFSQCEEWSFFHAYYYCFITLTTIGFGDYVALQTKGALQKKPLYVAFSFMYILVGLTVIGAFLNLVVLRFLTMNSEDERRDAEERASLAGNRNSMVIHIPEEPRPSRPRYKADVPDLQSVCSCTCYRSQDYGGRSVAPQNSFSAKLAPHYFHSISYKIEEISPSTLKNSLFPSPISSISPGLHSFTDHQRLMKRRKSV
# TMEM16A act – activators or potentiators of mouse TMEM16A chloride channel. Q8BHY3. hit rate 0.3% among 340,000. B-score at 10 µM. AID 623877. HEK293 TMEM16A/YFP-H148Q/I152L, iodide quench fluorescence; stronger effect = lower value;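 active means fluorescence-ratio B-score plate-corrected deviation score at least 3 library SD below zero, with starting fluorescence score within 5 deviations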;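 further: channel opened by trigger with iodide after compound preincubation; score built on the fluorescence ratio of max minus min over baseline; more negative score means more quench and so TMEM16A activation or potentiation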
# KCNK3 block – human KCNK3 channel inhibition, primary screen; CHO-KCNK3 thallium flux, FluxOR fluorescence; stronger effect = lower value; hit rate 0.84% among 340,000; B-score at 10 µM;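 active means B-score under library mean minus 4 SD, starting fluorescence ratio at most library mean plus 5 SD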;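 further: more negative B-score means stronger inhibition of thallium flux through KCNK3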
# Target sequence (O14649 whole entry, looked up): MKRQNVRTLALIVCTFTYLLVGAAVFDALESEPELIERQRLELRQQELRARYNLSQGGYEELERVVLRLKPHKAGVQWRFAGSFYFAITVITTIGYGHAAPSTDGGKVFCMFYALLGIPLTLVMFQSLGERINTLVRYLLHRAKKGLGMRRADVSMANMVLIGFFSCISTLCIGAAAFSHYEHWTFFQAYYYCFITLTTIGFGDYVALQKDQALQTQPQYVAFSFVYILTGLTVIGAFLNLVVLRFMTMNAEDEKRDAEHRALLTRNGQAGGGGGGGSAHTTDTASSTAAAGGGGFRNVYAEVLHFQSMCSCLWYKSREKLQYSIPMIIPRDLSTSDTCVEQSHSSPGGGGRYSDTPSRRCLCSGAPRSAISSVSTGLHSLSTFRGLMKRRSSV
# KCNQ1 inh – blocks the human KCNQ1 potassium channel; B-score at 10 µM; AID 2642; hit rate 1.3% among 310,000; P51787; CHO-K1 KCNQ1, FluxOR thallium flux fluorescence; stronger effect = higher value;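 active means compounds whose thallium flux B-score, printed positive for inhibition, exceeds three library SD while starting fluorescence stays within three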;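 further: channel opened by potassium depolarization with thallium stimulus after 20 min compound exposure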
# HDAC3 inh – inhibitors of human histone deacetylase 3 | recombinant HDAC3, fluorogenic peptide/trypsin coupled, fluorescence | inhibition, % at 8.3 µM | O15379 | hit rate 0.15% among 320,000; in the data active means inhibition above about 26%, passing the limit was not always enough; inconclusive means no clear call, values can overlap the other calls
# TRPC4 agonist – activators of mouse TRPC4 channel; HEK293 TRPC4beta/mu-opioid, Fluo4 calcium fluorescence; stronger effect = higher value; B-score at 10 µM; Q9QUQ5; hit rate 0.49% among 310,000; AID 2237;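 active means B-score above 5 SD of library B-scores, and initial fluorescence ratio not above library mean plus 5 SD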;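 further: positive B-score marks a calcium rise read as TRPC4 activation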
#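 Test system: HEK293 cells stably co-expressing mouse TRPC4beta and mu-opioid receptor | Schedule: Fluo4 dye loading 45 min at room temperature, 110 s recording | Measured by: Kinetic Fluo4 calcium fluorescence, 5 s baseline at 1 Hz | Evaluation: B score of integrated ratio | Controls: Buffer (low) and maximal DAMGO (high)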
# TMEM16A inh – mouse TMEM16A channel inhibition, primary screen; Q8BHY3; HEK293 TMEM16A/YFP iodide influx fluorescence, ionomycin; normalized B-score (activity score, 25-100; higher = stronger inhibition) at 10 µM; hit rate 1.2% among 310,000; AID 588511;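 active means ratio plate-corrected score three or more library SD toward inhibition, starting fluorescence score within five deviations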;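 further: score derived from kinetic fluorescence span divided by baseline fluorescence per well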
# KCNQ1 pot – human KCNQ1 channel potentiation or activation. B-score at 10 µM. hit rate 0.35% among 310,000. CHO-K1 KCNQ1, thallium flux FluxOR fluorescence; stronger effect = higher value. P51787;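 active means fluorescence ratio B-score, a plate-corrected score, at least three library SD, with initial intensity B-score within 5 SD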
#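 assay system = KCNQ1-transfected CHO-K1 cells | medium = assay buffer with matched DMSO | probe or stimulus = depolarizing K+/Tl+ stimulus, K2SO4 and Tl2SO4 each 12.5 mM in 5x stock | dosing = single dose | incubation = dye 90 min, compound 20 min, room temperature | detection = kinetic FluxOR fluorescence, 10 s baseline plus 110 s post-stimulus | evaluation = ratio B score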
# Dyrk1A ADPGlo – blocks rat Dyrk1A kinase activity | Q63470 | ADP-Glo luminescence, NFATc1 peptide | inhibition, % at 12.5 µM | hit rate 0.43% among 310,000; in the data active means inhibition above about 50%;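 further: plate controls were vehicle with enzyme for no effect and no enzyme for full effect; many of its hits are not listed in these tables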
# hERG rescue – compounds protecting human hERG from proarrhythmic drug block; hit rate 0.51% among 310,000; Q12809; AID 1511; activation (rescue from dofetilide block), less the hit threshold, % at 10 µM; CHO-hERG, FluxOR thallium flux, dofetilide IC70 present;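 active means activation above the mean of controls blocked by dofetilide plus 5 SD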;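 further: thallium influx through hERG after potassium depolarization seen as dye fluorescence rise; in these data hits start at about 4.7%; inactives centre near -7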
# * = called active by the depositor; i = inactive; ? = inconclusive; nt = no result given. An excerpt. The share of hits here may be higher or lower than overall.
# Preview:
SMILES,TRPC4 PAM,KCNK9 block,TMEM16A act,KCNK3 block,KCNQ1 inh,HDAC3 inh,TRPC4 agonist,TMEM16A inh,KCNQ1 pot,Dyrk1A ADPGlo,hERG rescue
O=C1C2C3C=CC(CC3)C2C(=O)N1/N=C/c1ccc(O)cc1 (centres undefined),i,i,i,i,i,3,i,i,i,1,-5
COc1ccc(S(=O)(=O)N(CC(=O)Nc2cccnc2)c2ccccc2OC)cc1,i,i,i,i,i,4,i,i,i,6,-9

# All compounds of this part, from the start:
SMILES,TRPC4 PAM,KCNK9 block,TMEM16A act,KCNK3 block,KCNQ1 inh,HDAC3 inh,TRPC4 agonist,TMEM16A inh,KCNQ1 pot,Dyrk1A ADPGlo,hERG rescue
O=C1C2C3C=CC(CC3)C2C(=O)N1/N=C/c1ccc(O)cc1 (centres undefined),i,i,i,i,i,3,i,i,i,1,-5
COc1ccc(S(=O)(=O)N(CC(=O)Nc2cccnc2)c2ccccc2OC)cc1,i,i,i,i,i,4,i,i,i,6,-9
O=C(/C=C/c1ccccc1[N+](=O)[O-])NCc1ccc(Cl)cc1,i,i,i,i,i,2,i,i,i,-2,-6
O=C(Nc1ccc(NC(=O)c2ccc([N+](=O)[O-])o2)cc1Cl)c1ccco1,i,i,i,i,i,-1,i,i,i,-8,-2
CCCNS(=O)(=O)c1ccc(CCC(=O)NCC2CCCO2)cc1 (centres undefined),i,i,i,i,i,-9,i,i,i,-3,-2
CC1Cc2ccccc2N1C(=O)CCN1C(=O)C2C3C=CC(C3)C2C1=O (centres undefined),i,i,i,i,i,-6,i,i,i,-3,-5
COc1cc(OC)cc(C(=O)NCC2CCCN(C(=O)c3csc(C)n3)C2)c1 (centres undefined),i,i,i,i,i,0,i,i,i,-1,-7
CCNC(=S)NN=C1c2ccccc2-c2ccccc21,i,i,i,i,i,-14,i,i,i,nt,-20
O=c1ccc(-c2ccccc2)n[nH]1,i,i,i,i,i,0,i,i,i,11,-6
COCCn1nnnc1CN(CCCN1CCOCC1)Cc1cc2c(C)ccc(C)c2[nH]c1=O,i,i,i,i,i,nt,i,nt,i,2,-10
O=C1CCN(CCc2ccccc2)CCN1[C@H](CO)c1ccccc1,i,i,i,i,i,-1,i,i,i,6,-4
COc1ccccc1NS(=O)(=O)c1ccc(C)c(C(N)=O)c1,i,i,i,i,i,-3,i,i,i,5,-14
COC(=O)Cc1ccc(NC(=S)Nc2ccc(N3CCOCC3)cc2)cc1,i,i,i,i,i,-3,i,25*,i,5,-16
O=C(NC1CCCC1)c1ccc([N+](=O)[O-])s1,i,i,i,i,i,7,i,i,i,nt,-3
Cn1nc(C(F)(F)F)c(C(=O)Nc2ccc(F)cc2F)c1Cl,i,i,i,i,i,0,i,i,i,1,-3
CCOCC(=O)N1CCN(c2ccc([N+](=O)[O-])cc2)CC1,i,i,i,i,i,5,i,i,i,0,-12
CN(CCOc1ccc(Cl)c(Cl)c1)Cc1ccccc1,i,i,i,i,i,4,i,i,i,9,-8
O=C(CN1C(=O)CCC1=O)Nc1ccc(S(=O)(=O)N2CCOCC2)cc1,i,i,i,i,i,0,i,i,i,5,-11
O=C(Nc1nnc(SCC(=O)N2CCCCC2)s1)C1CCCCC1,i,i,i,i,i,-1,i,i,i,-5,-6
Cc1nc2ccccc2n1-c1ccccc1,i,i,i,i,i,-1,i,i,i,-2,2
Cc1nonc1C1CCCN1Cc1nc(-c2ccccc2Cl)oc1C (centres undefined),i,i,i,i,i,12,i,i,i,-1,-20
Cc1c(C(=O)NNc2cc(=O)n(C)c(=O)n2C)cccc1[N+](=O)[O-],i,i,i,i,i,2,i,i,i,3,-10
COc1ccc2nc(NC(=O)CSc3ccccc3)sc2c1,i,i,i,i,i,4,i,i,i,5,-6
COc1cc(NC(=O)C2CC(=O)NC3=C2C(=O)CC(C)(C)C3)c(OC)cc1Cl (centres undefined),i,i,i,i,i,12,i,i,i,1,-15
OC(Cn1cncn1)c1ccc(Cl)cc1Cl (centres undefined),i,i,i,i,i,-2,i,i,i,3,-1
CC(C(=O)O)N1C(=O)CSc2ncccc21 (centres undefined),i,i,i,i,i,-12,i,i,i,-1,-3
CCOc1ccc(-c2nc(-c3cccnc3)no2)cc1OCC,i,i,i,i,i,1,i,i,i,-5,-14
Clc1ccc2c(c1)C(c1cccs1)=NNC(c1cccnc1)=N2,i,i,i,i,i,6,i,i,i,4,-5
COc1ccc(/C=C2\OC(=O)c3c(OC)cccc32)cc1OC,i,i,i,i,i,-14,i,i,i,-6,-11
Cc1ccc(-c2noc(C3CCCN(S(=O)(=O)c4ccc(S(=O)(=O)N(C)C)cc4)C3)n2)o1 (centres undefined),i,i,i,i,i,3,i,i,i,8,-4
COc1cc2c(C(=O)NCc3ccc4c(c3)OCO4)cn(CC(C)C)c(=O)c2cc1OC,i,i,i,i,i,-3,i,i,i,3,-3
Cc1ccc(NC(=O)NC2CC(=O)N(c3ccc4c(c3)OCCO4)C2)cc1 (centres undefined),i,i,i,i,i,0,i,i,i,-6,-12
CCOC(=O)N1CCN(Cc2nc(N)nc(Nc3ccc(Oc4ccccc4)cc3)n2)CC1,nt,nt,i,i,nt,-2,nt,25*,nt,1,nt
CCOc1cccc(-c2c(C(=O)N/N=C/c3sccc3C)nnn2-c2nonc2N)c1,i,i,i,i,i,10,i,i,i,27,-12
O=C(Nc1ccc(Cl)cn1)C1CC1,i,i,i,i,i,-2,i,i,i,2,-21
C/C=C(\C)C(=O)NCCN1C2=NC[C@H](Cc3ccccc3)N2C[C@H]1Cc1ccc(O)cc1,i,i,i,i,i,-2,i,i,i,4,-6
CC(=O)C(Cc1ccc(Cl)nc1)(Cc1ccc(Cl)nc1)C(C)=O,i,i,i,i,i,-4,i,i,i,2,-7
O=C(COc1ccc(-c2ccccc2)cc1)N1CCN(C(=O)c2cccs2)CC1,i,i,i,i,i,2,i,i,i,2,-4
Cc1ccc(N2CC(C(=O)Nc3ccc(S(=O)(=O)N4CCCC4)cc3)CC2=O)cc1 (centres undefined),i,i,i,i,i,4,i,i,i,-2,-1
CCOc1ccccc1NC(=O)C12CC3CC(C1)CC(c1ccc(C)cc1)(C3)C2,i,i,i,i,i,0,i,i,i,-5,-12
Cc1ccnc2nc(NC(=O)c3ccco3)nn12,i,i,i,i,i,nt,i,i,i,-2,-9
CCc1cc2c(SCc3ccc(C(=O)OC)o3)ncnc2s1,i,i,i,i,i,2,i,i,i,-6,-13
O=c1cc(NS(=O)(=O)c2ccccc2)nc(SCc2c(Cl)cccc2Cl)[nH]1,i,i,i,i,i,-2,i,i,i,-2,-11
COCCn1c(SCC(=O)c2ccc(CNC(C)=O)o2)nc2ccccc2c1=O,i,i,i,i,i,-1,i,i,i,-3,-14
O=S1(=O)C=C(Oc2ccc3ccccc3c2)c2ccccc21,i,-9.6*,i,-9.7*,i,-1,i,i,i,1,-16
C[C@H](NC(=O)[C@@H]1Cc2ccccc2CN1)C(=O)NCC1CCCO1 (some centres undefined),i,i,i,i,i,1,i,i,i,-9,-6
O=C(c1ccc(-c2cccc(Cl)c2Cl)o1)N1CCOCC1,i,i,i,i,i,7,i,i,i,nt,-17
CCOc1cccc(C2/C(=C(/O)c3ccc4c(c3)CC(C)O4)C(=O)C(=O)N2CCCn2ccnc2)c1 (centres undefined),i,i,i,i,i,-1,i,i,i,-5,-6
O=C1C=C(c2ccccc2)OC(=O)C1C(=O)c1ccccc1 (centres undefined),i,i,i,i,i,7,i,i,i,nt,5.4*
COc1ccc(-c2nc(CS(=O)CC(=O)NC3CCCC3)c(C)o2)cc1OC (centres undefined),i,i,i,i,i,-3,i,i,i,0,-7
CN(C)c1ccc(/C=N/NC(=O)C(O)c2ccc(Br)cc2)cc1 (centres undefined),i,i,i,i,i,-25,i,i,i,-3,-1
CC(=O)Nc1ccc(SCc2ncc(-c3ccccc3)o2)cc1,i,i,i,i,i,-4,i,i,i,64*,-6
COc1ccc2ccccc2c1/C=N/NC(=O)c1ccc(C)nc1,i,i,i,i,i,-3,i,i,i,5,-2
CCOCCCn1c(SCC(=O)Nc2cccc(OC)c2)nc2ccccc2c1=O,i,i,i,i,i,3,i,i,i,-4,-19
Cc1ccc(OCC(=O)NN2C(=O)c3ccccc3C2=O)cc1,i,i,i,i,i,-1,i,i,i,-1,-9
COc1ccc2[nH]c(=O)c(CN(Cc3ccccc3OC)Cc3nnnn3CC3CCCO3)cc2c1 (centres undefined),i,i,i,i,i,-7,i,i,i,12,-12
N#CCCN(C(=O)COC(=O)C1CCN(c2ccc(C(F)(F)F)cn2)CC1)c1ccc(F)cc1,i,i,i,i,i,1,i,i,i,-12,-11
O=C(CSc1nnc(CNC(=O)c2ccc(F)cc2)o1)Nc1ccc2c(c1)OCO2,i,i,i,i,i,-8,i,i,i,nt,-6
COc1ccc(C(CC(=O)O)NC(=O)COc2ccccc2OC)cc1OC (centres undefined),i,i,i,i,i,2,i,i,i,-2,-2
Cc1ccccc1NC(=O)CSc1nc2c(c(-c3ccco3)c1C#N)CCCC2,i,i,i,i,i,1,i,i,i,-1,-10

# (more compounds)
SMILES,TRPC4 PAM,KCNK9 block,TMEM16A act,KCNK3 block,KCNQ1 inh,HDAC3 inh,TRPC4 agonist,TMEM16A inh,KCNQ1 pot,Dyrk1A ADPGlo,hERG rescue
CCOC(=O)c1cnc(-n2nc(C)cc2C)nc1-n1nc(C)cc1C,i,i,i,i,i,?,i,i,i,-3,-10
Cc1cc(Cl)ccc1NC(=O)C(=O)N/N=C/c1ccc2c(c1)OCO2,i,i,i,i,i,-3,i,i,i,-9,-3
CN1CC2([N+](=O)[O-])CC=C(Oc3ccccc3)C([N+](=O)[O-])(C1)C2 (centres undefined),i,i,i,i,i,-3,i,i,i,-2,-16
Cc1cccc(C(=O)N2CCC(c3nc(-c4ccc(S(=O)(=O)N5CCOCC5)cc4)no3)CC2)c1,i,i,i,i,i,0,i,i,i,3,-11
COC(=O)COc1ccc(S(=O)(=O)N2CCN(c3ccccc3F)CC2)cc1,i,i,i,i,i,24,i,i,i,-4,-11
CCOC(=O)c1nnn(-c2nonc2N)c1-c1ccccc1Cl,i,i,i,i,i,3,i,i,i,6,-13
CSc1nc(N(CCO)CCO)c2sc3nc(-c4ccco4)c4c(c3c2n1)CCC4,i,i,i,i,i,nt,i,nt,i,-3,-12

# Assay outcomes: PubChem, several laboratories
